Screening results as filed in PubChem BioAssay.
RmlCD inh mix: RmlC and RmlD coupled enzyme inhibitors, primary screen, biochemical, 384-well, compound mixtures, retest; RmlC/RmlD coupled enzyme inhibition, 384-well mixture HTS; 0.39% of 110,000 active; AID 1532, 2009; inhibition, % at 5.5 µM; in the data active means inhibition above about 30%, passing the limit was not always enough; inconclusive means no clear call, values can overlap the other calls; further: strong numbers were not always called active
HIV RNase H inh: HIV-1 RT RNase H inhibitors, primary screen, biochemical, fluorescence; Gag-Pol polyprotein (Human immunodeficiency virus type 1 group M subtype B (isolate …; RT-RNase H RNA/DNA duplex cleavage; inhibition, % at 10 µM; 1.9% of 65,000 active; AID 565, 2006; in the data active means inhibition above about 50%
* hit, by the source's call; ? = inconclusive; nt = no result given; & = joins results of further samples. This is a subset. The share of hits here may be higher or lower than overall.

structure | RmlCD inh mix | HIV RNase H inh
O=C1CC(N2CCN(c3ccc(F)cc3)CC2)C(=O)N1Cc1cccs1 (stereo not given) | 6 | -4
c1ccc(Cn2c(CSc3nnnn3-c3ccccc3)nc3ccccc32)cc1 | -16 | 2
Cc1ccc(NC2OC(CO)C(O)C(O)C2O)cc1 (stereo not given) | 8 | nt
CC(=O)c1sc(NC(=O)C(C)C)nc1C | 7 | nt
CCc1ccc(NC2CC(=O)N(c3ccc(OC)cc3OC)C2=O)cc1 (stereo not given) | 5 | 8
C[C@]12CCC(=O)C=C1CC[C@@H]1[C@@H]2[C@@H](O)C[C@@]2(C)[C@H]1CC[C@]2(O)C(=O)COC(=O)CCC(=O)O | -18&2 | -5&-1
CCNC(=S)N1C2CCC1CC(NC(=O)NC1CCCCC1)C2 (stereo not given) | 6 | nt
Cc1ccc(/C=c2\sc3n(c2=O)CN(c2ccc(Br)cc2)CN=3)o1 | 4 | 2
O=C(c1cccs1)n1nc(-c2ccccc2)nc1NCc1ccc(F)cc1 | -10 | nt
COc1ccccc1NC(=O)C1CCCN(S(=O)(=O)c2cnc[nH]2)C1 (stereo not given) | -13 | 0
CCOC(=O)c1c(NC(=O)/C=C/c2ccco2)sc(C)c1C | 3 | nt
C=C(C)CSc1nc2c(c(=O)[nH]c(=O)n2C)n1Cc1ccccc1 | 3 | -22
Cc1cc(Cl)ccc1Oc1ncc(-c2ccc(Cl)cc2)cn1 | 3 | nt
CCCCn1c(SCC(=O)OC)nc2c1c(=O)n(C)c(=O)n2C | 3 | -1
O=c1[nH]cc(O)c(=O)[nH]1 | 5 | nt
O=C1CC(c2ccc(O)cc2)Oc2cc(O)ccc21 (stereo not given) | -6 | nt
O=C(O)C(Cc1ccccc1)NS(=O)(=O)c1ccc2c(c1)OCCO2 (stereo not given) | -3 | nt
Clc1cnc(N/N=C/c2cccs2)c(Cl)c1 | -3 | nt
CCC(CC)NC(=O)CSc1nnc(-c2ccc(OC)cc2)n1C(C)C | -10 | nt
CC(=O)Nc1ccc(S(=O)(=O)NNC(=O)COc2cc(C)ccc2C(C)C)cc1 | -20 | nt

A second format for some results above.
Under each structure: RmlCD inh mix	HIV RNase H inh
- O=C(O)C(Cc1ccccc1)NS(=O)(=O)c1ccc2c(c1)OCCO2 (stereo not given)
→ -3	nt
- C=C(C)CSc1nc2c(c(=O)[nH]c(=O)n2C)n1Cc1ccccc1
→ 3	-22

The list goes on:
structure | RmlCD inh mix | HIV RNase H inh
c1ccc(OCCSc2nnnn2C2CCCCC2)cc1 | nt | -40
COc1ccc(-c2nc3c(s2)CCc2onc(-c4ccc(Br)cc4)c2-3)cc1 | -14 | nt
Cc1ccn2cc(CNS(=O)(=O)c3ccc(Cl)s3)nc2c1 | 9 | -4
COC(=O)Nc1ccc(S(=O)(=O)N(C)CC(F)(F)C(F)F)cc1 | 3 | -4
CCC(C)(c1ccc(C(=O)OC)s1)c1ccc(C(=O)OC)s1 | 14 | -21
CC(=O)Nc1ccc(S(=O)(=O)N2CCN(Cc3cccnc3)CC2)cc1 | 9 | nt
CCC(C(=O)N1CCOCC1)n1c(C(=O)OC)cc2occc21 (stereo not given) | 4 | -14
CC1CCCC(NC(=O)COC(=O)c2ccc(S(=O)(=O)N3CCOCC3)cc2)C1C (stereo not given) | -7 | -18
CCOc1ccc(C(C)=O)cc1CN1C(=O)NC2(CCCCC2C)C1=O (stereo not given) | 0 | -10
O=C(Cc1csc(Nc2nc(=S)[nH]c3ccccc23)n1)NCc1ccccc1Cl | 9 | nt
C#CCOCCOCCOCCNc1nc(N2CCN(C(=O)Cn3cc(CCCCN)nn3)CC2)nc(N2CCN(C(=O)[C@H](C)n3cc(CCCN=C(N)N)nn3)CC2)n1 | 15 | nt
CC(=O)c1cn(CC(=O)NCc2ccc3c(c2)OCO3)c2ccccc12 | -10 | -6
CCOc1ccccc1C(=O)N1CCN(c2cccc(Cl)c2)CC1 | -10 | -4
c1ccc(Cc2ccc(OCCn3cncn3)cc2)cc1 | 2 | -38
Cc1ccc(C)c(OCC(=O)Nc2ccc(S(=O)(=O)N3CCN(C)CC3)cc2)c1 | -18 | nt
COc1cccc(-n2c(Cc3cc(=O)[nH]c(=O)[nH]3)nnc2SCC(=O)N2CCCCCC2)c1 | -8 | -11
Cc1ccccc1C(=O)NNC(=O)C(=O)Nc1cccc(Cl)c1C | 8 | nt
CCN(CCNC(=O)C1CCN(c2nnc(-n3cccc3)s2)CC1)c1ccccc1 | 12 | 2
CCOC(=O)C1(C)NC(c2ccccc2F)C2C(=O)N(c3cccc(C(C)=O)c3)C(=O)C21 (stereo not given) | 9 | -78
CC(C)Sc1nnc(Nc2ccccc2)s1 | 4 | -6

Reformatted with two lines to a compound: part of the list above
The line under a structure holds: RmlCD inh mix, HIV RNase H inh
> Cc1ccc(C)c(OCC(=O)Nc2ccc(S(=O)(=O)N3CCN(C)CC3)cc2)c1
    -18, nt
> CC(C)Sc1nnc(Nc2ccccc2)s1
    4, -6

Going on with the list.
structure | RmlCD inh mix | HIV RNase H inh
Cc1ccc(CN/C=C/C(=O)c2ccc(Br)cc2)cc1 | -10 | nt
C=CC[C@]12CC=CC(=O)[C@@]1(O)O[C@H](c1ccc(OC)c(OC)c1)[C@H]2C | -10 | nt
Cc1cc2cc(CCNC(=O)c3c(-c4ccccc4Cl)noc3C)c(=O)[nH]c2cc1C | -2 | -8
CC(C)c1ccc(C(O)c2cnc(C(C)C)n2C)cc1 (stereo not given) | -10 | -2
O=C(NCCOc1ccccc1)c1cncc(Br)c1 | 0 | nt
O=c1c(N2CCOCC2)nsn1Cc1ccccc1 | nt | -4
OCCN(Cc1ccccc1)CC1CC=CCC1 (stereo not given) | ? | -5
CCCCCC(O)c1cccc(OCc2ccc3ccccc3n2)c1 (stereo not given) | -9 | nt
CC(=O)Nc1c(O)[nH]c2ccccc12 | -3 | 14
CN(C(=O)COC(=O)c1ccccc1Nc1ccccc1)C1CCS(=O)(=O)C1 (stereo not given) | 23 | -3

3 entries from above, arranged by molar mass, falling.
structure | RmlCD inh mix | HIV RNase H inh
Cc1ccc(CN/C=C/C(=O)c2ccc(Br)cc2)cc1 | -10 | nt
O=C(NCCOc1ccccc1)c1cncc(Br)c1 | 0 | nt
CC(=O)Nc1c(O)[nH]c2ccccc12 | -3 | 14

(next part)
structure | RmlCD inh mix | HIV RNase H inh
CC(C)OC(=O)c1cc2ccccc2oc1=O | 7 | -7
CN1CCN(CCCNC(=O)c2cn(C3CCCCC3)c(=O)c3c2c2ccccc2n3C)CC1 | 2 | -4
NS(=O)(=O)c1ccc(NC(=O)CSc2nnc(Cc3cccs3)n2-c2ccccc2)cc1 | 43 | -56
Cc1ccc(CNC(=O)C2CNc3cc(C)ccc3O2)cc1 (stereo not given) | -10 | -2
CCOCc1cnc(C)nc1NCC(=O)c1c(C)[nH]c2ccccc12 | -18 | nt
COc1ccc(S(=O)(=O)n2nc(OC(=O)c3cccs3)cc2N)cc1 | 0 | 2
O=S(=O)(Nc1ccc2c(c1)OCCO2)c1cnc[nH]1 | 8 | 2
Cc1c(C)[n+](=O)c(-c2cccs2)c(C)n1[O-] | 10 | 2
O=S(=O)(c1ccc2ccccc2c1)N1CCN(C2CCN(Cc3ccccc3)CC2)CC1 | -8 | nt
c1cc2c(cc1C1CCCN1)OCCCO2 (stereo not given) | 7 | -2
COc1ccc(N(CC(=O)NC2CCCCCC2)S(=O)(=O)c2c(C)nn(C)c2C)cc1 | 3 | -3
COc1ccc(-c2oc3cc(O)c(OC)c(O)c3c(=O)c2OC)cc1 | 3 | nt
CC1CCN(S(=O)(=O)c2ccc3ccccc3c2)CC1 | 10 | nt
COc1ccc(NC(=O)C2CCC(=O)N2)cc1 (stereo not given) | -5 | -9
CCOCCCNC(=O)c1c(C)[nH]c(C(=O)OCC)c1C | nt | -22
O=C(NCCCn1ccnc1)Nc1ccc(Cl)c(Cl)c1 | 6 | -4
COC(=O)c1ccc(CSc2nc3ccccc3c(=O)n2-c2ccc(OC)c(OC)c2)o1 | 5 | -13
c1ccc(-c2csc3ncnc(-n4cnc5ccccc54)c23)cc1 | ? | nt
CCC(C)(C)n1nnnc1C(c1ccc2ncccc2c1)N1CCCC(C)C1 (stereo not given) | 2 | nt
O=C(CSc1cn(CCNC(=O)c2ccc3ccccc3c2)c2ccccc12)NCc1ccco1 | 8 | nt
CC(C)NC(=O)CC(=O)N/N=C/c1ccccc1F | ? | nt
COc1cc(-c2noc(-c3ccco3)n2)cc(OC)c1OC | -17 | -5
O=C(O)C1Cc2ccccc2CN1C(=O)c1ccccc1Cl (stereo not given) | 8 | nt
COc1ccc(C(=O)N2CCN(C(=O)c3ccco3)CC2)cc1 | -195 | 5
O=C1C(C=NCc2ccncc2)=C(O)c2ccccc21 | 12 | nt
Cc1cccc(NC(=S)N2CCC(N(C)CC3CCCO3)CC2)c1C (stereo not given) | 3 | nt
COc1ccc(/C=C/C(=O)c2ccccc2)cc1COc1ccccc1F | 3 | nt
COc1ccccc1-n1cnc2cc(NS(=O)(=O)c3ccc(Br)cc3)ccc21 | -12 | nt
CC1CCN(C(=O)CN2C(=O)c3ccccc3S2(=O)=O)CC1 | 2 | -1
COc1ccc(S(=O)(=O)N2CCC(C(=O)N3CCc4ccccc4C3)CC2)cc1Cl | 16 | nt
N#Cc1ccc(OCCN2C(=O)NC3(CCSC3)C2=O)cc1 (stereo not given) | 3 | -8
Brc1ccc2ncnc(Nc3ccc(N4CCOCC4)cc3)c2c1 | -55 | -1
O=C1C2C3c4ccccc4C(c4ccccc43)C2c2nc3ccccc3n21 (stereo not given) | 5 | nt
CCCn1c(SCc2ccccn2)nc2c1c(=O)n(C)c(=O)n2C | 8 | -1
CCN(CC)S(=O)(=O)c1cccc(C(=O)N[C@H](C(=O)OCC(=O)Nc2ccccc2)C(C)C)c1 | -13 | nt
O=C(Cn1cnc2ccccc21)OCC(=O)N1CCc2ccccc2C1 | -3 | -19
O=C(CC1CCCCC1)N1CCN(c2ccccn2)CC1 | -14 | -2
CC(=O)N1CCc2cc(S(=O)(=O)NC(C(=O)NC3CCCc4ccccc43)C(C)C)ccc21 (stereo not given) | -7 | -4
FC(F)C(F)(F)C1=CC(c2cccs2)=NCCN1 | -8 | -10
O=C1CCC(=O)N1c1ccc(CSc2nc3ccccc3[nH]2)cc1 | 89 | 37

Profiles as entered above:
CC(=O)N1CCc2cc(S(=O)(=O)NC(C(=O)NC3CCCc4ccccc43)C(C)C)ccc21 (stereo not given) is listed as RmlCD inh mix = -7; HIV RNase H inh = -4
CCN(CC)S(=O)(=O)c1cccc(C(=O)N[C@H](C(=O)OCC(=O)Nc2ccccc2)C(C)C)c1 is listed as RmlCD inh mix = -13; HIV RNase H inh = nt

Other structures follow.
structure | RmlCD inh mix | HIV RNase H inh
CN(C)CCCNC(=O)c1ccc(CN(c2ccccc2)S(C)(=O)=O)cc1 | 6 | -3
Cc1cnc(NC(=O)CSc2nc3ccccc3s2)s1 | 121 | nt
CN(C)CCOc1nc(-c2ccccc2)nc2c1oc1ccccc12 | -7 | -16
Cc1cccc(C(=O)NC(Oc2ccccc2)C(Cl)(Cl)Cl)c1 (stereo not given) | -14 | nt
Cc1cc(C)cc(NC(=O)c2nccnc2C(=O)O)c1 | 5 | nt
Cc1cc2oc(=O)cc(C)c2c(=O)o1 | 14 | -8
CC(=O)N1N=C(c2ccncc2)OC12CCCCC2 | 13 | nt
CCOc1ccccc1-c1nnc(SCC(=O)NC2CC3CCC2C3)n1CC (stereo not given) | 8 | 13
CCOC(=O)c1c(N)sc(C(O)(C(F)(F)F)C(F)(F)F)c1-c1ccc(OC)cc1OC | -12 | 8
CCN(CC)S(=O)(=O)c1ccc(C(=O)NCc2n[nH]c(=S)n2Cc2ccccc2)cc1 | -12 | 2
c1ccc(-c2nc3nc4ccccc4nc3n2Cc2ccco2)cc1 | -5 | 1
N#Cc1cc2c(nc1SC1CCCCC1O)CCCC2 (stereo not given) | -5 | nt
CCN(CC)S(=O)(=O)c1ccc(NC(=O)COC(=O)c2ccc(Br)o2)cc1 | -10 | -12
Cc1cccc(N2C(=O)CC(Sc3nc(-c4ccccc4)c4cc(Cl)ccc4n3)C2=O)c1 (stereo not given) | 6 | nt
COc1ccc(NC2=Nc3cccc4cccc2c34)cc1OC | 22 | nt
O=C(c1ccco1)N1CCN(c2ncnc3c2[nH]c2ccc(Br)cc23)CC1 | nt | 2
COc1ccc(C(CNC(=O)Cn2[nH]c(=O)c3ccccc3c2=O)N2CCCC2)cc1 (stereo not given) | -16 | 2
CC1(C)Cc2c(sc3nn[nH]c(=O)c23)CO1 | 6 | 36
CCS(=O)(=O)n1nc(-c2ccccc2)nc1SCc1ccccc1 | 0 | -23
Cn1nnc(NC(=O)c2ccccc2F)n1 | -10 | -2
CC(c1ccco1)N(C(=O)c1ccc(C#N)cc1)c1ccccn1 (stereo not given) | -10 | nt
Cc1cc2cc(NC(=O)c3ccco3)ccc2[nH]1 | -11 | nt
Cn1c(=O)c2c(ncn2CC(N)=O)n(C)c1=O | 6 | -15
Cc1cccc(CCN(Cc2cc3cccc(C)c3[nH]c2=O)C(=O)N2CCOCC2)c1 | 1 | -4
c1ccc(CNc2cnccn2)cc1 | 36 | nt
O=C(Nc1ccc(Br)c2cccnc12)c1ccc(Cn2cc(Cl)cn2)o1 | nt | 14
O=C(COc1c(F)c(F)c(C(F)(F)F)c(F)c1F)Nc1ccc(N2CCOCC2)c(Cl)c1 | nt | 2
O=C(CSc1nnc(C2CC2)n1Cc1ccccc1)c1cc2ccccc2o1 | 1 | -30
COc1ccccc1C(=O)NCCC(=O)N1CC(=O)Nc2ccccc21 | 3 | -11
